Screening data from PubChem BioAssay.
DRD3 antagonist – qHTS of D3 Dopamine Receptor Antagonist: qHTS | 360,000 tested, 2.5% active | AID 652054, 2013 | D(3) dopamine receptor (Homo sapiens), P35462 | D3R cells, DiscoveRx beta-arrestin luminescence, antagonist mode; active compounds read low | max response, negative = inhibition, %; in the data active = max response below about -50%; inconclusive = no clear call, values can overlap the other calls; note: % is set by controls: 0 for no effect and ±100 for the full control effect; mostly tested at two doses, the higher about 12 µM
Target sequence (P35462 whole entry, looked up): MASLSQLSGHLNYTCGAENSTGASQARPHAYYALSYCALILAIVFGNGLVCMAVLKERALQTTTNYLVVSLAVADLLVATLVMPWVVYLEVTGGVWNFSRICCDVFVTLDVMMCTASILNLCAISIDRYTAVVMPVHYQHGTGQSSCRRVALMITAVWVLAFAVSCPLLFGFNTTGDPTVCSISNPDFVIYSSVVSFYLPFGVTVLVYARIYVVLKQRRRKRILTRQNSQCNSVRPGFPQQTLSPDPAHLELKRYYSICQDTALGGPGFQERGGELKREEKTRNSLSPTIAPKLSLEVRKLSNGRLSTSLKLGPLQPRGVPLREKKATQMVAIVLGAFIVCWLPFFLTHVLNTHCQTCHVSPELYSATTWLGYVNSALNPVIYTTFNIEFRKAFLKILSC
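Cells expressing the human receptor were seeded at 1500 cells/well, incubated overnight at 37 degrees C in 5% CO2, then exposed to library compounds with dopamine controls for 90 minutes at 37 degrees C before luminescent detection.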
D3 ag – qHTS of D3 Dopamine Receptor Agonist: qHTS | D(3) dopamine receptor (Homo sapiens), P35462 | 410,000 tested, 0.58% active | D3R DiscoveRx beta-arrestin cells, luminescence, 90 min | max activation, %; in the data active = max activation above about 30%; note: 0% is about no effect; mostly tested at two doses, the higher about 12 µM
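Agonist-mode cell screen: cells plated at 1500/well and incubated overnight at 37 °C, then exposed to library compounds for 90 min at 37 °C. Detection reagent was added for 30–60 min at room temperature, and luminescence was read.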
HT1080-NT tox – qHTS for induction of synthetic lethality in tumor cells producing 2HG: qHTS for the HT-1080-NT fibrosarcoma cell line; HT-1080-NT fibrosarcoma viability, CellTiter-Glo ATP luminescence, 48 h; Potency, µM (series often up to 46.1 µM), for inactives: at the highest dose activity, negative = less viability, usual class: cytotoxic; 360,000 tested, 1.6% active; AID 686970, 2013;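 note: NT is the 2HG producing partner of a matched IDH1 knockdown line; potency is the fitted concentration of half-maximal effect; 0% = DMSO-treated cells and -100% = media-only wells without cells; nearly all actives have a fitted effect of over 55% in size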
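Toxicity toward the 2HG-producing NT line was scored as %Activity, normalised to DMSO and no-cell wells, from CellTiter-Glo luminescence after 48 hours' treatment.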
SW480 rerep – A quantitative high throughput screen for small molecules that induce DNA re-replication in SW480 colon adenocarcinoma cells. SW480 DNA re-replication, Hoechst DNA content imaging, 48 h. Potency, µM (series often up to 46.1 µM), inactives show top-dose re-replication activation, actives largely listed as activators. 340,000 tested, 1.8% active; note: potency is the fitted concentration of half-maximal effect; % of control where 0% means no effect; nearly all actives have a fitted effect of over 55% in size
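First, 250 cells per well were seeded. Next, compound or vehicle (23 nL) was pinned in, plates sat 48 hr at 37 C. Finally Hoechst was added for 40 min before fluorescence scanning.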
KB-3-1 cytotox – qHTS assay for MDR1-selective chemotherapeutics: Primary screen using the parental adenocarcinoma cell KB-3-1 | KB-3-1 viability, CellTiter-Glo ATP luminescence, 72 h | Potency, µM (titrated, usually from 46.1 µM), without a hit: top-dose activity change, negative = cytotoxic, actives largely listed as cytotoxic | 400,000 tested, 1.4% active | AID 1347075, 2019; note: potency is the fitted concentration of half-maximal effect; % is set by controls: 0 for no effect and ±100 for the full control effect; nearly all actives have a fitted effect of over 60% in size
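Cytotoxicity in the drug-sensitive parental line KB-3-1 was scored as loss of CellTiter-Glo luminescence following 72 h incubation with compound. Values come from curve fitting of normalized concentration-response data.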
KB-V1 cytotox – qHTS assay for MDR1-selective chemotherapeutics: Primary screen using the drug-selected MDR subline cells KB-V1. KB-V1 MDR cells viability, CellTiter-Glo, 72 h. Potency, µM (series often up to 46.1 µM), for inactives: at the highest dose activity change, negative = cytotoxicity, most hits filed as cytotoxic. 400,000 tested, 3.4% active. AID 1347076, 2019; note: potency is the fitted concentration of half-maximal effect; % is set by controls: 0 for no effect and ±100 for the full control effect; nearly all actives have a fitted effect of over 60% in size
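Readout: CellTiter-Glo luminescence, 10 min after addition. Cells: KB-V1 MDR subline, 72 h at 37 degrees C with compound. Analysis: corrected, normalized data fitted to concentration-effect curves.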
GLP1R ag – qHTS of GLP-1 Receptor Agonists | AID 624172, 2012 | 380,000 tested, 0.007% active | Potency, µM (highest dose often 45.6 µM), for inactives: at the highest dose activation, hits mostly activators | HEK293 GLP-1R CRE-luciferase, luminescence, 4-6 h; cells express a hypersensitive GLP-1R form | Glucagon-like peptide 1 receptor (Homo sapiens), P43220; note: potency is the fitted concentration of half-maximal effect; % of control where 0% means no effect
Target sequence (P43220 whole entry, looked up): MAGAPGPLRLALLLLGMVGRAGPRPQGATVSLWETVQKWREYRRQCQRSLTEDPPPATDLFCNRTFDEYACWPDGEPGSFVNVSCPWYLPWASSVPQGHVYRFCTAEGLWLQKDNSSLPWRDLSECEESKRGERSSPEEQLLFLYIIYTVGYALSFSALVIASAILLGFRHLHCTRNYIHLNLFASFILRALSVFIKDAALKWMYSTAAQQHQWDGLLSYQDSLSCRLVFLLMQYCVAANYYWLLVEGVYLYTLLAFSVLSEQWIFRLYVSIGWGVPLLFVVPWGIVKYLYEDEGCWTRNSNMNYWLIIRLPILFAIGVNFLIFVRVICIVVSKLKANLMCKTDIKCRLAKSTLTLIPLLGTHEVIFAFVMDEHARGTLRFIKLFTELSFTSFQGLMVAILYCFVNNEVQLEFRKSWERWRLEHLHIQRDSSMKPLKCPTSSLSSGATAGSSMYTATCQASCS
HT1080 IDH1KD tx – qHTS for induction of synthetic lethality in tumor cells producing 2HG: qHTS for the HT-1080-IDH1KD cell line. HT-1080 IDH1 knockdown viability, ATP luminescence, 48 h. Potency, µM (series often up to 46.1 µM), for inactives: top-dose activity, negative = toxicity, most hits filed as cytotoxic. 360,000 tested, 2% active. AID 686971, 2013;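 note: potency is the fitted concentration of half-maximal effect; 0% = DMSO wells and -100% = cell-free medium wells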
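In this qHTS, HT-1080 cells depleted of IDH1 are exposed for 48 h at 37 °C to compound titrations. Toxicity is scored from CellTiter-Glo luminescence, with DMSO as full viability and medium alone as none.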
IL1B secr inh – qHTS for Inhibitors of Inflammasome Signaling: IL-1-beta AlphaLISA Primary Screen | THP-1 LPS/ATP IL-1B secretion, AlphaLISA, 16 h; active compounds read low | AID 743279, 2014 | activity change, % at 57.5 µM | 360,000 tested, 4.7% active; in the data active = activity change below about -50%; inconclusive = mostly about -30% to -49%; note: % is set by controls: 0 for no effect and ±100 for the full control effect
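Secreted IL-1B measured by AlphaLISA bead assay after 16 h compound exposure of THP-1 cells; compounds (final up to 57.5 uM) added 1 h before LPS (250 ng/mL) and ATP (1.25 mM) stimulation; lower signal means less secretion.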
Starred values were filed as active, the others as inactive; i = inactive; u = inconclusive; x = not tested or not shown; [ ] = remark or other dose. Unless noted, calls come from the whole dose curve; as a rule, active = well fitted curve in the direction sought with a large enough effect; inconclusive = small, poorly fitted or top-dose-only effect, or another doubt; inactive = no such curve, though single readings can be large; an effect the other way counts as inactive or inconclusive.

1) Cc1ccc(C(=O)NNC(=O)COc2ccc(Cl)cc2C)o1
2) O=C1CNc2cc(Cl)ccc2N1
3) CCOC(=O)c1c(NC(=O)CN2CCN(C)CC2)sc(C(=O)Nc2ccccc2)c1C
4) S=c1[nH]nc(-c2cccs2)n1/N=C/c1cn(-c2ccccc2)nc1-c1cccs1
5) CCNS(=O)(=O)c1cc(OC)ccc1OC
6) O=C(Nc1ccc(N2CCCC2)cc1)C(c1ccccc1)c1ccccc1
7) Cc1ccnc(NC(=O)c2ccc(NS(=O)(=O)/C=C/c3ccccc3)cc2)c1
8) CCOc1ccc(C(=O)NCC(=O)N2CCC3(CC2)NCCc2[nH]cnc23)cc1

assay / entry	1	2	3	4	5	6	7	8
DRD3 antagonist	-4	2	-1	14	42	-12	14	-4
D3 ag	13	-2	-1	30*	2	1	1	4
HT1080-NT tox	6%	4%	u	-28%	5%	0%	10%	7%
SW480 rerep	2%	x	-17%	1%	-12%	-5%	-9%	u
KB-3-1 cytotox	4%	u	-4%	2%	11%	10%	1%	1%
KB-V1 cytotox	-27%	u	6%	-24%	17%	13%	-28%	12%
GLP1R ag	4%	2%	17%	17%	0%	0%	-8%	1%
HT1080 IDH1KD tx	2%	-2%	23µM*	u	0%	3%	6%	u
IL1B secr inh	-54*	13	-162*	x	17	-17	-12	2

9) C=CCNCCCCOc1ccccc1-c1ccccc1
10) CCN(CC)c1ccc(/C=N/NC(=O)c2cc(C)nc3ccccc23)cc1
11) COc1ccc(OC)c(NC(=O)C2CCN(c3cc(-c4ccccc4)nc4ncnn34)CC2)c1
12) COc1cccc(C(=O)N2CCC[C@H]2C(=O)N2CCC[C@H]2C(=O)NCc2ccc(F)cc2F)c1
13) COc1ccc(NC(=O)C2CCN(C(=O)c3ccccc3)CC2)c(OC)c1
14) COc1ccccc1-c1noc2c1C(=O)N(Cc1cn(-c3ccc(Cl)cc3)nn1)CC2
15) COc1ccc(C=O)cc1COc1ccccc1F
16) Brc1ccc(-c2noc(C3CCCCC3)n2)cc1

assay / entry	9	10	11	12	13	14	15	16
DRD3 antagonist	-93*	-2	30	0	-8	10	7	-2
D3 ag	-38	-3	5	-6	-9	-11	-3	3
HT1080-NT tox	u	-28%	0%	11%	3%	-22%	-18%	17%
SW480 rerep	14%	3%[9.22 µM]	0%	x	-1%	x	u	-13%
KB-3-1 cytotox	-7%	-2%	-18%	7%	4%	u	0%	2%
KB-V1 cytotox	0%	-4%	15µM*	0%	u	0%	u	8%
GLP1R ag	0%	1%	2%	1%	-4%	-1%	10%	14%
HT1080 IDH1KD tx	u	u	-7%	7%	-1%	-26%	u	6%
IL1B secr inh	-85*	-20	u	26	-8	0	56	10

Along the list, quoted from above:
Entries 12–15 in GLP1R ag, in turn: 1%, -4%, -1%, 10%
Entries 12–15 in D3 ag, in turn: -6, -9, -11, -3
Entries 12–15 in HT1080 IDH1KD tx, in turn: 7%, -1%, -26%, u

The list goes on:
17) CCCNC(=O)NC(=O)CSc1nc2cc(C(=O)OC)ccc2c(=O)n1-c1ccccc1
18) O=C(CC1C(=O)NCCN1C(=O)c1ccc([N+](=O)[O-])cc1)Nc1ccc(F)cc1 (centres undefined)
19) Cn1c(=O)c(Oc2ccc(Cl)cc2)c(O)c2ccccc21
20) CC(C)Cn1c(CCC(=O)O)ccc1-c1cccs1
21) CCOc1ccc(C)cc1-n1nc2ccccc2n1
22) COc1ccccc1C(=O)N/C(=C\c1ccc(Br)cc1)C(=O)NCCC(=O)O
23) COc1ccc(C(c2nnnn2C2CCCCC2)N2CCN(c3ccc(OC)cc3)CC2)cc1 (centres undefined)
24) Cc1nc(N2CCN(C(c3ccccc3)c3ccccc3)CC2)[nH]c(=O)c1C

assay / entry	17	18	19	20	21	22	23	24
DRD3 antagonist	0	4	65	-20	38	5	-12	16
D3 ag	-6	10	17	-27	-1	-2	1	21
HT1080-NT tox	1%	12%	9%	-1%	6%	6%	-3%	6%
SW480 rerep	2%	-7%	-33%[inhibitor]	3%	-9%	-13%	u	-5%
KB-3-1 cytotox	-3%	0%	1%	1%	7%	-9%	u	-3%
KB-V1 cytotox	-13%	u	4%	0%	0%	13%	-2%	-1%
GLP1R ag	9%	-3%	2%	4%	9%	7%	-7%	-2%
HT1080 IDH1KD tx	0%	1%	1%	-5%	7%	7%	-12%	0%
IL1B secr inh	-6	-16	-1	4	-1	-14	-9	-14

25) O=C(COC(=O)c1ccc(O)cc1O)Nc1ncc(Cl)cc1Cl
26) CC(=O)N1c2ccc(S(=O)(=O)N3CCC(C(=O)N4CCN(c5ccccc5F)CC4)CC3)cc2CC1C (centres undefined)
27) Cc1ccc([N+](=O)[O-])cc1NC(=O)CSc1nncc2ccccc12
28) O=C(c1ccc(F)c(S(=O)(=O)N2CCOCC2)c1)N1CCc2ccccc21
29) CCN1C(=O)[C@H]2[C@H]3CN=C(SCc4ccc(C(=O)OC)cc4)N3[C@@](C)(C(=O)OC)[C@H]2C1=O
30) COC(=O)c1c(NC(=O)C2CC2)sc2c1CCCC2
31) Cc1ccc(NC(=O)CCC(=O)c2cccs2)c(O)c1
32) Cc1nn(C)c(Oc2ccc(Cl)cc2)c1C=O

assay / entry	25	26	27	28	29	30	31	32
DRD3 antagonist	15	9	-2	-1	-16	50	2	-6
D3 ag	1	1	-14	3	-9	17	2	1
HT1080-NT tox	4%	1%	-5%	0%	20%	14%	4%	-2%
SW480 rerep	-7%	3%	-6%	-10%	-4%	-2%	-7%	-4%
KB-3-1 cytotox	-10%	-9%	-14%	4%	0%	1%	1%	-3%
KB-V1 cytotox	-8%	-17%	-8%	u	2%	10%	u	10%
GLP1R ag	7%	10%	-1%	-1%	4%	14%	5%	-7%
HT1080 IDH1KD tx	10%	1%	-5%	-1%	14%	7%	21%	-2%
IL1B secr inh	6	4	-7	i	-8	8	15	9

33) COC(=O)c1ccnc(SCC(=O)c2ccccc2)c1
34) Cc1noc(C)c1S(=O)(=O)N(CC(=O)NCCc1ccc(Cl)cc1)c1ccc(C(C)C)cc1
35) N#CC1=C(N)C(C#N)(C#N)[C@H](c2ccncc2)[C@H]2CC3(CC=C12)OCCO3
36) COc1ccc(CNC(=O)OC23CN(C(=O)OC(C)C)N(C(=O)OC(C)C)CC2(O)CN(S(=O)(=O)c2ccc(C)cc2)C3)cc1OC (centres undefined)
37) CS(=O)(=O)N(CC(=O)NCc1ccccn1)Cc1ccc(Cl)cc1
38) CN1CC[C@@H]2C(=O)N3CCc4ccc(Br)cc4[C@@H]3C[C@@H]21
39) S=C(NCCc1ccccc1)N1CCCC1
40) COc1ccc(/C=C2\CCC(C3CCCC3)C2=O)cc1Cn1cccn1 (centres undefined)

assay / entry	33	34	35	36	37	38	39	40
DRD3 antagonist	14	x	36	28	1	-23	-11	-16
D3 ag	19	0	-6	2	-6	0	-4	5
HT1080-NT tox	1%	x	-3%	-5%	-1%	1%	0%	-1%
SW480 rerep	-4%	x	-4%	x	2%	-14%[9.22 µM]	-14%	29%
KB-3-1 cytotox	-6%	21%	6%	16%	12%	-6%	11%	-20%
KB-V1 cytotox	3%	-11%	1%	11%	-14%	-6%	6%	23µM*
GLP1R ag	19%	-1%	2%	4%	-9%	-1%	6%	11%
HT1080 IDH1KD tx	3%	x	-4%	-7%	-3%	-3%	-5%	-8%
IL1B secr inh	29	x	7	-6	-2	-10	-7	-80*

41) O=C(c1ccccc1F)N1CCN(Cc2ccc3c(c2)OCO3)CC1
42) NCCCC[C@H]1CNC(=O)C(=O)N1CCc1cccc2ccccc12
43) Cc1nn(CSc2c(F)c(F)c(F)c(F)c2F)c(C)c1[N+](=O)[O-]
44) CCOC(=O)c1c(NC(=O)Nc2ccccc2)sc(C)c1C
45) CN1C(=O)C(=O)/C(=C(/O)c2ccccc2)C1c1ccc(Br)cc1 (centres undefined)
46) CC(=O)NC(=C(Cl)Cl)S(=O)(=O)c1ccccc1
47) FC(F)(F)c1ccc(CN2C[C@@H]3C(c4ccc(C(F)(F)F)cc4)C4(c5cccnc5)CC3(C4)[C@H]2c2ccccc2)cc1 (some centres undefined)

assay / entry	41	42	43	44	45	46	47
DRD3 antagonist	-67*	0	-3	1	-17	0	22
D3 ag	-12	0	2	-20	-10	-15	3
HT1080-NT tox	1%	7%	-3%	6%	-8%	-6%	-1%
SW480 rerep	-2%	-4%	-2%	-4%	-2%	12µM*	u
KB-3-1 cytotox	1%	8%	1%	15%	-3%	u	u
KB-V1 cytotox	u	u	0%	u	6%	u	u
GLP1R ag	-7%	0%	0%	-5%	-2%	3%	-3%
HT1080 IDH1KD tx	-17%	7%	0%	21%	1%	-6%	-16%
IL1B secr inh	-67*	37	6	-14	-9	-100*	47

Random excerpt: 3 compounds from above, in no set order.
13) COc1ccc(NC(=O)C2CCN(C(=O)c3ccccc3)CC2)c(OC)c1
43) Cc1nn(CSc2c(F)c(F)c(F)c(F)c2F)c(C)c1[N+](=O)[O-]
34) Cc1noc(C)c1S(=O)(=O)N(CC(=O)NCCc1ccc(Cl)cc1)c1ccc(C(C)C)cc1

assay / entry	13	43	34
DRD3 antagonist	-8	-3	x
D3 ag	-9	2	0
HT1080-NT tox	3%	-3%	x
SW480 rerep	-1%	-2%	x
KB-3-1 cytotox	4%	1%	21%
KB-V1 cytotox	u	0%	-11%
GLP1R ag	-4%	0%	-1%
HT1080 IDH1KD tx	-1%	0%	x
IL1B secr inh	-8	6	x
